PNC inhibitor: High Content Assay for Compounds that inhibit the Assembly of the Perinucleolar Compartment; activity change (PNC), negative = inhibition, % at 10 µM; AID 2417, 2010; PC3M PTB-GFP, PNC prevalence imaging, 16 h; active compounds read low; 140,000 compounds, 3.1% hits;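 active means readout at or below -70, meaning at least 70% loss of cells showing the perinucleolar compartment, a nuclear body marking cancer cells; inconclusive means readout between -30 and a set limit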;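 further: plate controls were DMSO wells for no effect and camptothecin positive control wells for full effect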
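Read-out is percentage of cells bearing a perinucleolar compartment, from automated 20x imaging of fixed, Hoechst-stained PC3M PTB-GFP cells. Cells were seeded 4 h, then exposed 16 h to compound (23 nl of library stock) in duplicate plates.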
ALOX15B inhib: qHTS Assay for Inhibitors of 15-hLO-2 (15-human lipoxygenase 2). Polyunsaturated fatty acid lipoxygenase ALOX15B (Homo sapiens), O15296. purified 15hLO-2, xylenol orange hydroperoxide absorbance. Potency, µM (doses to about 57.1 µM), for inactives: top-dose activity change, negative = inhibition, usual class: inhibitors. 110,000 compounds, 0.56% hits; further: potency means the concentration at half of the fitted maximal effect; nearly all actives have a fitted effect of over 60% in size; many of its hits are not listed in these tables
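Purified human 15hLO-2 (50 nM final) preincubated with compounds 15 min at room temperature in 25 mM Hepes pH 7.5, 0.01% Triton X-100, then 45 uM arachidonic acid added for 90 min; hydroperoxide detected via ferrous/xylenol orange, 573/405 nm absorbance ratio.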
12-hLO inh: qHTS Assay for Inhibitors of 12-hLO (12-human lipoxygenase); AID 1452, 2008; purified 12-hLO, xylenol orange hydroperoxide absorbance; Potency, µM (doses to about 57.1 µM), without a hit: at the highest dose activity change, negative = inhibition, most hits filed as inhibitors; 150,000 compounds, 0.12% hits; Polyunsaturated fatty acid lipoxygenase ALOX12 (Homo sapiens), P18054; further: potency means the concentration at half of the fitted maximal effect; nearly all actives have a fitted effect of over 55% in size; many of its hits are not listed in these tables
Target sequence (P18054 whole entry, looked up): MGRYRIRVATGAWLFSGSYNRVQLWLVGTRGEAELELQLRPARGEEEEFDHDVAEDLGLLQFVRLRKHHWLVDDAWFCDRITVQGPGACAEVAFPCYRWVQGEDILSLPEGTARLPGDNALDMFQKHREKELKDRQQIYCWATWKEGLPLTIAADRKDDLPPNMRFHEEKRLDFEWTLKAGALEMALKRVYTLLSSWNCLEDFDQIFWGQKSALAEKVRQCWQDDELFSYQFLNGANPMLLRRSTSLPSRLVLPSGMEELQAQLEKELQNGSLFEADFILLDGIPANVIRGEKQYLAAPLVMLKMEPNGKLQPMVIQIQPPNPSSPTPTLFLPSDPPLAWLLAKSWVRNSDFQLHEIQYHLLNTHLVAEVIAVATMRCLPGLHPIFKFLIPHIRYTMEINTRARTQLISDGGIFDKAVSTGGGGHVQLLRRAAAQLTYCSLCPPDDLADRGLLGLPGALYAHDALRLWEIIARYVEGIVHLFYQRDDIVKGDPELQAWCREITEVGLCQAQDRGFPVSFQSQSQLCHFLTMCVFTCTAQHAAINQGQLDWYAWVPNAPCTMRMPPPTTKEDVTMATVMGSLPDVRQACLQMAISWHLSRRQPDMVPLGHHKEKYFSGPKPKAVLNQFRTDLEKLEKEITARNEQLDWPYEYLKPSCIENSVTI
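Hydroperoxide output read as Fe(III)-xylenol orange absorbance, 573-to-405 nm ratio, after 30 min reaction with 40 uM arachidonic acid. Enzyme: 150 nM purified human 12hLO, 15 min compound preincubation; 25 mM Hepes pH 7.0, room temperature.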
IMPase cell inh: qHTS Assay for Identifying the Cell-Membrane Permeable IMPase Inhibitors; Inositol monophosphatase 1 (Rattus norvegicus), P97697; CHO-M1 cells, IP1 accumulation, HTRF TR-FRET ratio; inhibition (IP1 accumulation), % at 46.1 µM; 120,000 tested, under 10 active; AID 901, 2007; active means well fitted curve in the direction sought with a large enough effect in the signal ratio, not every such curve was filed as active; inconclusive means small, poorly fitted or top-dose-only effect, or a change in a side signal; inactive means no such curve, though single readings can be large or run the other way; the % refers to the signal ratio;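 further: cells stimulated with carbachol in lithium chloride buffer; plate controls were DMSO basal wells for no effect and reference inhibitor wells for full effect; higher means more IMPase inhibition seen as more IP1 and lower FRET ratio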
Target sequence (P97697 whole entry, looked up): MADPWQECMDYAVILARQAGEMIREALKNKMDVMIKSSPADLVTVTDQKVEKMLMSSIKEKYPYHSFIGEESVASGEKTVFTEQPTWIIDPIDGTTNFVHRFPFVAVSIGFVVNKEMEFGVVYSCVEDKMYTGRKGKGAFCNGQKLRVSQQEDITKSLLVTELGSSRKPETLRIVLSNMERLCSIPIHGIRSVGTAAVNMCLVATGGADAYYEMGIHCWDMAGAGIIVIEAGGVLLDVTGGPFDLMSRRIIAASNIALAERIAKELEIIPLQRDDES
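In this qHTS, compounds (final up to 46 uM) act on CHO-M1 cells that are then activated through the M1 receptor with carbachol, in pH 7.4 buffer containing 50 mM LiCl, for 30 min. IP1 accumulation is quantified by the IP-One immunoassay.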
Active calls of the source: *; ? = inconclusive; . = no result given; & = joins results of further samples; [ ] = remark or other dose. Unless noted, the call rests on the fitted dose curve; in most records, active means well fitted curve in the direction sought with a large enough effect; inconclusive means small, poorly fitted or top-dose-only effect, or another doubt; inactive means no such curve, though single readings can be large; an effect the other way counts as inactive or inconclusive. Unless noted, on the % scale 0 is the no-effect control and ±100 the full control effect.

entry | SMILES | PNC inhibitor | ALOX15B inhib | 12-hLO inh | IMPase cell inh
1 | O=C(Nc1ccc(Oc2ccc(NC(=O)c3ccco3)c(NC(=O)c3ccco3)c2)cc1)c1ccco1 | -22.5 | -10.4% | -0.6% | 4.7
2 | O=C(O)c1nc2ccccc2nc1C(=O)O | -19.6 | -8.2% | -6.5% | 7.4
3 | CCN(Cc1ccccc1)C(=O)Cn1cnc2c1c(=O)n(C)c(=O)n2C | 27.0 | 17.3% | 5.0% | 1.6
4 | Cc1cc(=O)n2nc(N3CCC(C(=O)NCCc4ccccc4)CC3)sc2n1 | ? | 2.6% | -2.1% | 7.9
5 | CC(=O)OCC1OC(n2c(Br)nc3c(=O)[nH]c(N)nc32)C(OC(C)=O)C1OC(C)=O (stereo not given) | . | -7.2% | 0.0% | .
6 | CC1(C)C(c2ccccc2)=NC(c2ccc(F)cc2)N1O (stereo not given) | -15.7 | ? | -11.5% | 9.9
7 | COc1cc(Nc2nnc(C)s2)c(Cl)cc1Cl | 12.2 | -8.1% | -4.8% | 3.8
8 | OC(CN1C2=NCCCN2c2ccccc21)c1ccc(Br)cc1 (stereo not given) | 43.7 | 22.2% | 0.9% | 13.3
9 | CCCCOc1cccc(C(=O)NC(=S)Nc2cccnc2)c1 | -10.5 | . | -8.2% | .
10 | Cc1nc2c(=O)[nH]c(=S)n(C)c2nc1C | -113.8* | . | -7.4% | .
11 | Clc1cccc(-c2nnc(-c3ccccc3)o2)c1 | 56.3 | 5.8% | -2.4% | 6.8
12 | COc1cccc(C(c2nnnn2CS(=O)(=O)c2ccc(C)cc2)N2CCN(C)CC2)c1OC (stereo not given) | 9.2 | 2.3% | -1.2% | 1.4
13 | O=C(Nc1cccc(Br)c1)c1ccn[nH]1 | -15.2 | -3.9% | -4.8% | 6.6
14 | CC1(C)CC(=O)C(C2NCCc3ccccc32)=C(O)C1 (stereo not given) | 1.7 | 3.3% | 1.3% | 2.9
15 | CCc1nc2c(cnn2-c2ccc(Cl)cc2)c(=O)n1-c1ccc2c(c1)OCCO2 | -11.4 | 4.0% | -0.6% | -0.3
16 | Cc1ccc(-c2csc3ncnc(Sc4nnc(CN5CCCCCC5=O)o4)c23)cc1 | ? | -15.2% | -13.6% | 10.9
17 | COc1ccc(CCCc2nnc(SCC(=O)Nc3ccc(C)c(C)c3)o2)cc1 | ? | -10.8% | -2.6% | 7.4&9.9
18 | Cc1nc(NC(=O)CSc2nnnn2C)sc1C | -12.9 | . | 5.6% | 7.8
19 | Cc1ccc(C(C)C)c(OCC(O)CN2CC(C)OC(C)C2)c1 (stereo not given) | 105.6 | 38.0%[activator] | 1.4% | 2.3
20 | Cc1cccc(-n2cnc(C(=O)N/N=C\c3ccc(Br)cc3)c2)n1 | 26.0 | -9.3% | 0.6% | -7.0
21 | CCC1=C(OC(=O)N(CC)CC)N2C(=O)OC(=NCCc3c[nH]c4ccccc34)[C@]2(C)[C@H]2C1=CC[C@H]1C(=O)NC(=O)[C@H]12 | . | 9.3% | -5.7% | .
22 | CC1(C)Cc2c(sc(NC(=O)c3ccco3)c2C#N)CO1 | ? | 7.0% | 3.2% | 9.7
23 | CC1CCN(c2ccccc2N)CC1 | -11.1 | -4.8% | -7.3% | 12.2
24 | O=C(COC(=O)c1ccccc1SCC(=O)NC1CCCCC1)NC1CCCCC1 | -16.2 | -22.3% | -3.5% | ?
25 | CCN(CC)C(=O)c1sc(NC(=O)C(Sc2ccccc2)c2ccccc2)c(C(=O)OC(C)C)c1C (stereo not given) | 11.4 | -6.3% | 3.6% | 4.7

Results in sequence from above:
PNC inhibitor, nos. 6–13 → -15.7, 12.2, 43.7, -10.5, -113.8*, 56.3, 9.2, -15.2
12-hLO inh, nos. 6–13 → -11.5%, -4.8%, 0.9%, -8.2%, -7.4%, -2.4%, -1.2%, -4.8%

At a glance, some entries already given.
entry | SMILES | PNC inhibitor | ALOX15B inhib | 12-hLO inh | IMPase cell inh
23 | CC1CCN(c2ccccc2N)CC1 | -11.1 | -4.8% | -7.3% | 12.2
24 | O=C(COC(=O)c1ccccc1SCC(=O)NC1CCCCC1)NC1CCCCC1 | -16.2 | -22.3% | -3.5% | ?
25 | CCN(CC)C(=O)c1sc(NC(=O)C(Sc2ccccc2)c2ccccc2)c(C(=O)OC(C)C)c1C (stereo not given) | 11.4 | -6.3% | 3.6% | 4.7

The listing picks up, starting 2 compounds before the break.
entry | SMILES | PNC inhibitor | ALOX15B inhib | 12-hLO inh | IMPase cell inh
24 | O=C(COC(=O)c1ccccc1SCC(=O)NC1CCCCC1)NC1CCCCC1 | -16.2 | -22.3% | -3.5% | ?
25 | CCN(CC)C(=O)c1sc(NC(=O)C(Sc2ccccc2)c2ccccc2)c(C(=O)OC(C)C)c1C (stereo not given) | 11.4 | -6.3% | 3.6% | 4.7
26 | O=C(NCC(c1ccco1)N1CCN(c2ccc(F)cc2)CC1)OCc1ccccc1 (stereo not given) | 30.8 | . | -0.2% | 12.1
27 | CC(C)C(NS(=O)(=O)c1cccc2nsnc12)C(=O)NCCC1=CCCCC1 (stereo not given) | ? | 1.0% | -0.5% | 6.0
28 | COC(=O)[C@@H]1C[C@@]2(O)[C@H](O)[C@H](O)[C@H](O)C[C@H]2N1C/C=C/c1ccccc1 | . | 2.7% | 0.5% | .
29 | O=C(Cn1cncn1)c1ccc(F)cc1F | 34.4 | . | -1.1% | .
30 | CCCCOC(=O)c1ccc(NC(=O)c2cnccn2)cc1 | ? | 3.2% | 2.0% | 11.5
31 | O=C(O)C1C2CC3C(OC(=O)C31)C2Cl (stereo not given) | -22.6 | . | 0.6% | .
32 | CCOC(=O)c1c(C)[nH]c(N=Nc2ccccc2C)c1C | ? | -5.2% | -11.8% | 15.3
33 | Cc1ccc(-c2nc(N)c3c(-c4ccc(C)cc4)nn(C(C)(C)C)c3n2)cc1 | ? | 17.3% | -8.4% | -4.0
34 | COc1ccc(Nc2ncnc3ccccc23)cc1 | ? | -7.4% | -1.6% | 11.3
35 | COC1CC(O[C@H]2/C(C)=C/CC3CC(C[C@]4(CCC(C)C(C5CCCCC5)O4)O3)OC(=O)[C@H]3C=C(C)/C(=N/O)C4OC/C(=C\C=C\[C@@H]2C)[C@@]43O)OC(C)C1O (stereo not given in full) | . | 0.0% | -1.0% | .
36 | COc1ccc(C(=O)Nc2ccc(C(=O)OCC(=O)c3ccccc3)cc2)cc1 | 10.8 | -28.4% | 1.5% | 2.7
37 | CSc1nnc(-c2ccco2)n1-c1ccccc1 | -13.5 | 5.6% | 8.8% | 11.8
38 | Nc1cc(C(=O)OCC(=O)NC(c2ccccc2)c2ccccc2)ccc1Cl | 76.4 | . | -1.1% | .
39 | CC(C)Sc1nc2c(c(=O)n(C)c(=O)n2C)n1Cc1ccc(Cl)cc1 | -10.2 | -0.4% | 0.2% | -1.5
40 | Cc1ccc(CSCC(=O)N/N=C/c2ccc(OCC(=O)Nc3ccc(C)cc3)cc2)cc1 | ? | -27.9% | 2.2% | -9.8
41 | CCCNS(=O)(=O)c1ccc2c(c1)CCCN2C(C)=O | -18.7 | -5.2% | -7.4% | -1.0
42 | COc1cc(CNc2ccccc2Oc2cc(=O)n(C)c(=O)n2C)cc(OC)c1OC | ? | -10.3% | -1.4% | 8.2
43 | O=S(=O)(Nc1nc2ccccc2nc1Cl)c1ccc2ccccc2c1 | ? | . | -11.7% | .
44 | CCc1ccc(C2C(C#N)=C(N)C(C#N)(C#N)C3=CCC(C(C)(C)C)CC32)cc1 (stereo not given) | 400.0 | . | -20.1% | -5.0
45 | Cc1c(/C(O)=C2\C(=O)C(=O)N(CCCN(C)C)C2c2ccccc2)cnn1-c1ccccc1 (stereo not given) | 4.9 | 0.2% | -14.6% | -2.6
46 | O=C(CCc1ccc(S(=O)(=O)N2CCOCC2)cc1)Nc1ccc2ccccc2c1 | -0.1 | -2.4% | -5.2% | 0.7
47 | C=CCSC1=C(C#N)C(c2ccccc2)CC(=O)N1 (stereo not given) | ? | -3.9% | -0.2% | 2.6
48 | COCCn1c(=O)c(-c2cn(C)c3ccccc23)nc2cnc(Oc3ccc(OC)cc3)nc21 | . | -2.7% | -2.3% | .
49 | Cc1c(C(=O)O)cnc2cc(-c3ccc(Cl)cc3)nn12 | ? | -1.6% | -0.4% | 0.2
50 | CN(C)S(=O)(=O)c1ccc(S(=O)(=O)N2CCCC2)cc1 | 6.5 | 6.2% | 6.4% | -1.2
51 | COc1ccccc1CCn1c(=O)c(C)nc2cncnc21 | . | -0.5% | -6.5% | .
52 | Cc1ccc(C(=O)NNC(=O)c2ccc(SCC3CCCO3)c([N+](=O)[O-])c2)cc1 (stereo not given) | -17.3 | -13.4% | -4.4% | ?
53 | COc1ccc(CN2C(=O)c3cccnc3C2Nc2ccc(C)cc2)cc1 (stereo not given) | -18.5 | 3.7% | -5.7% | 5.7
54 | CCS(=O)(=O)n1nc(-c2ccccc2)cc1N | -13.4 | 1.2% | 0.9% | -0.5
55 | NC(C(=O)O)[C@@H]1CC(Cl)=NO1 (stereo not given in full) | . | -6.6% | -1.3% | .
56 | Cc1cc(=O)n2c3ccccc3n(CC(O)CN3CCC(C)CC3)c2c1C#N (stereo not given) | 2.0 | . | 2.1% | -3.6
57 | COc1cccc(-c2nc(N3CCN(c4ccccc4)CC3)c3ccccc3n2)c1O | -16.0 | 6.0% | -1.7% | -2.8
58 | Cc1ccc(C)c(CN2C(=O)C3(OCCCO3)c3ccccc32)c1 | 0.0 | 4.7% | -8.2% | 4.9
59 | CC(Oc1ccc(Cl)cc1)C(=O)N/N=C/c1ccsc1 (stereo not given) | -11.8 | . | -6.3% | .
60 | CN(C)C=O | . | -5.0%&6.8% | -0.5%&-5.5% | .
61 | O=C(O)c1ccc(O)c(N2C(=O)Nc3ccccc3N2O)c1 | 3.2 | . | 0.6% | .
62 | CC12CC3(C)CC(C)(C1)CC(NC(=O)N1CCCC1)(C2)C3 | 9.3 | -0.9% | -2.5% | 0.9
63 | CC(C)CCOc1ccc(C2=NNC(=O)CC2)cc1 | -12.6 | . | -0.4% | -16.4
64 | N[C@@H](C(=O)N[C@@H]1C(=O)N2C(C(=O)O)=C(Cl)CS[C@H]12)c1ccccc1 | 1.6 | 14.8%[0.0915 µM] | -0.7% | .
65 | O=C(c1cccs1)N1CCC2(O)CCCCC2C1c1ccc(F)cc1 (stereo not given) | ? | . | -1.8% | 4.7
66 | OC(COc1ccc(Cl)c2ccccc12)CN1CCN(c2ccccn2)CC1 (stereo not given) | 13.8 | 8.3% | -26.7% | 0.2
67 | CCN(CC)c1ccc(NC(=O)c2cnc3ccccn3c2=O)c(C)c1 | ? | 1.7% | -7.4% | -5.4
68 | COc1cccc(NC(=O)CN2C(=O)C(c3ccc(C)cc3)=NC23CCCCCC3)c1 | ? | . | 2.9% | 18.1
69 | COc1cc(OC)nc(NC(=S)NC(=O)c2ccccc2)n1 | 15.3 | . | 0.7% | .
70 | Clc1ccc(CSc2nc3ccncc3[nH]2)cc1 | 1.2 | 28.8% | -2.1% | 9.2
71 | NC(=O)c1ccccc1NC(=S)NC(=O)c1ccc(Br)o1 | 18.5 | . | 3.3% | .
72 | COCCN(CCOC)S(=O)(=O)c1ccc(C(=O)Nc2nc(-c3ccncc3)cs2)cc1 | 55.3 | 3.8% | -4.1% | -1.0

Screening data (PubChem)

Some of the compounds tested; rates above refer to the full screens.
